Compound activity: PubChem BioAssay, National Center for Advancing Translational Sciences (NCATS)
GLP-1R agonist = qHTS of GLP-1 Receptor Agonists; HEK293 GLP-1R CRE-luciferase, luminescence, 4-6 h; cells express a hypersensitive GLP-1R form; Glucagon-like peptide 1 receptor (Homo sapiens), P43220; Potency, µM (highest dose often 45.6 µM), inactives show at the top dose activation, most hits filed as activators; 0.007% of 380,000 active; further: potency means the concentration at half of the fitted maximal effect; % of control where 0% means no effect
Target sequence (P43220 whole entry, looked up): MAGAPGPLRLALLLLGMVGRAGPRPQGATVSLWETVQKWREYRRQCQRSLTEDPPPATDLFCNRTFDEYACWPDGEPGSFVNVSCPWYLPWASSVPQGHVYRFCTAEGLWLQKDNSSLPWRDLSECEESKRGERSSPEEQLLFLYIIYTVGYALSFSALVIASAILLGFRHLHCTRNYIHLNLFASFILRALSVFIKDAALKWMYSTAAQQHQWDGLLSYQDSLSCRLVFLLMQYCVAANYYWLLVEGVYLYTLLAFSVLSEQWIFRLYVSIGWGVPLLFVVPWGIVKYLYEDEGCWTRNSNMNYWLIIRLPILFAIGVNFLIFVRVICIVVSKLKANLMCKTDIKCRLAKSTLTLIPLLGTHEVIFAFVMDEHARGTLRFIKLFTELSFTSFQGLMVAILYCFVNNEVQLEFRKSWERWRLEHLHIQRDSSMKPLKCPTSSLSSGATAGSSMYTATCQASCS
HT1080 IDH1KD tx = qHTS for induction of synthetic lethality in tumor cells producing 2HG: qHTS for the HT-1080-IDH1KD cell line; 2% of 360,000 active; HT-1080 IDH1 knockdown viability, ATP luminescence, 48 h; Potency, µM (top dose mostly 46.1 µM), without a hit: at the top dose activity, negative = toxicity, hits mostly cytotoxic;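 further: potency means the concentration at half of the fitted maximal effect; 0% = DMSO wells and -100% = cell-free medium wells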
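Viability of IDH1-knockdown HT-1080 fibrosarcoma cells was assessed by CellTiter-Glo after 48 h at 37 °C with titrated compound; concentration-effect curves were classified by fit quality and response size.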
DRD3 agonist = qHTS of D3 Dopamine Receptor Agonist: qHTS; D(3) dopamine receptor (Homo sapiens), P35462; D3R DiscoveRx beta-arrestin cells, luminescence, 90 min; max activation, %; 0.58% of 410,000 active; in the data active means max activation above about 30%; further: 0% is about no effect; mostly tested at two doses, the higher about 12 µM
Target sequence (P35462 whole entry, looked up): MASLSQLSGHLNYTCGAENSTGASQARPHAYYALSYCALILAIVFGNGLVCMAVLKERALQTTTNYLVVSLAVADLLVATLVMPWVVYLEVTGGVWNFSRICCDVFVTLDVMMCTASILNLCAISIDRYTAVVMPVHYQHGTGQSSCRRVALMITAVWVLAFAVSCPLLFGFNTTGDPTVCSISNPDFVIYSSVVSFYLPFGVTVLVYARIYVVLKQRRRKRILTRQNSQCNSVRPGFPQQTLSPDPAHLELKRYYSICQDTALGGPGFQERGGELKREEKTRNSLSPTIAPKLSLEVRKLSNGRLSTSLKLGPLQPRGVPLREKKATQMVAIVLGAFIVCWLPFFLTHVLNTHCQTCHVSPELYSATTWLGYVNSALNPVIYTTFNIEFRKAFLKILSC
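Agonist-mode cell screen: cells plated at 1500/well and incubated overnight at 37 °C, then exposed to library compounds for 90 min at 37 °C. Detection reagent was added for 30–60 min at room temperature, and luminescence was read.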
HT1080NT lethal = qHTS for induction of synthetic lethality in tumor cells producing 2HG: qHTS for the HT-1080-NT fibrosarcoma cell line; 1.6% of 360,000 active; HT-1080-NT fibrosarcoma viability, CellTiter-Glo ATP luminescence, 48 h; Potency, µM (highest dose often 46.1 µM), without a hit: top-dose activity, negative = less viability, actives largely listed as cytotoxic;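 further: NT is the 2HG producing partner of a matched IDH1 knockdown line; potency means the concentration at half of the fitted maximal effect; 0% = DMSO-treated cells and -100% = media-only wells without cells; nearly all actives have a fitted effect of over 55% in size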
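HT-1080-NT fibrosarcoma cells (2HG-overproducing), 750 cells/well in RPMI with 5% FBS, dosed after 2 h and incubated 48 h at 37C. CellTiter-Glo luminescence normalized to DMSO and no-cell wells; concentration-response curves fitted and classed.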
KB-3-1 tox = qHTS assay for MDR1-selective chemotherapeutics: Primary screen using the parental adenocarcinoma cell KB-3-1; 1.4% of 400,000 active; KB-3-1 viability, CellTiter-Glo ATP luminescence, 72 h; Potency, µM (titrated, usually from 46.1 µM), for the others: top-dose activity change, negative = cytotoxic, hits mostly cytotoxic; further: potency means the concentration at half of the fitted maximal effect; on the % scale 0 is the no-effect control and ±100 the full control effect; nearly all actives have a fitted effect of over 60% in size
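Viability of parental KB-3-1 cells, measured by CellTiter-Glo luminescence, followed a 72 h incubation at 37 °C with pinned compounds in phenol-red-free DMEM containing 10% FBS.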
D3 antag = qHTS of D3 Dopamine Receptor Antagonist: qHTS; D(3) dopamine receptor (Homo sapiens), P35462; D3R cells, DiscoveRx beta-arrestin luminescence, antagonist mode; active compounds read low; max response, negative = inhibition, %; 2.5% of 360,000 active; AID 652054, 2013; in the data active means max response below about -50%; inconclusive means no clear call, values can overlap the other calls; further: on the % scale 0 is the no-effect control and ±100 the full control effect; mostly tested at two doses, the higher about 12 µM
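Cells plated overnight at 1500 cells/well, then exposed to library compounds with dopamine controls for 90 minutes at 37 degrees C. DiscoveRx reagent added for 30–60 minutes at room temperature; luminescence read, quantitative HTS format.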
KB-V1 MDR tox = qHTS assay for MDR1-selective chemotherapeutics: Primary screen using the drug-selected MDR subline cells KB-V1; KB-V1 MDR cells viability, CellTiter-Glo, 72 h; Potency, µM (highest dose often 46.1 µM), inactives show top-dose activity change, negative = cytotoxicity, hits mostly cytotoxic; 3.4% of 400,000 active; AID 1347076, 2019; further: potency means the concentration at half of the fitted maximal effect; on the % scale 0 is the no-effect control and ±100 the full control effect; nearly all actives have a fitted effect of over 60% in size
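KB-V1, DMEM (no phenol red) + 10% FBS; cpd pin-transferred, titration series; 72 h, 37 degrees C; CellTiter-Glo, luminescence. Data normalized, curve-fit.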
SW480 rereplic = A quantitative high throughput screen for small molecules that induce DNA re-replication in SW480 colon adenocarcinoma cells; SW480 DNA re-replication, Hoechst DNA content imaging, 48 h; Potency, µM (highest dose often 46.1 µM), inactives show top-dose re-replication activation, usual class: activators; 1.8% of 340,000 active; AID 624297, 2012; further: potency means the concentration at half of the fitted maximal effect; % of control where 0% means no effect; nearly all actives have a fitted effect of over 55% in size
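Compounds, transferred as 23 nL by pin tool, were incubated with cells for 48 hr; DNA content per nucleus was then quantified by Hoechst staining and fluorescence plate imaging.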
IL1B secr inh = qHTS for Inhibitors of Inflammasome Signaling: IL-1-beta AlphaLISA Primary Screen | THP-1 LPS/ATP IL-1B secretion, AlphaLISA, 16 h; active compounds read low | activity change, % at 57.5 µM | 4.7% of 360,000 active | AID 743279, 2014; in the data active means activity change below about -50%; inconclusive means mostly about -30% to -49%; further: on the % scale 0 is the no-effect control and ±100 the full control effect
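THP-1 cells pretreated 1 hr with compounds (up to 57.5 uM final), then stimulated with LPS (250 ng/mL final) plus ATP (1.25 mM final); secreted IL-1B measured by AlphaLISA after 16 hr, decreased signal indicating inhibition.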
An asterisk follows results filed as active; i = inactive; ? = inconclusive; / = not tested or not shown; [ ] = remark or other dose. Unless noted, the call rests on the fitted dose curve; in most records, active means well fitted curve in the direction sought with a large enough effect; inconclusive means small, poorly fitted or top-dose-only effect, or another doubt; inactive means no such curve, though single readings can be large; an effect the other way counts as inactive or inconclusive.

nr	SMILES	GLP-1R agonist	HT1080 IDH1KD tx	DRD3 agonist	HT1080NT lethal	KB-3-1 tox	D3 antag	KB-V1 MDR tox	SW480 rereplic	IL1B secr inh
1	Cc1ccc(CNC(=O)Cn2ccc3cc(S(=O)(=O)N4CCCC4)ccc32)o1	-4%	1%	2	-3%	2%	5	5%	-4%	13
2	CCC(C)(C)n1nnnc1C(c1cc(OC)ccc1OC)N1CCC(C(N)=O)CC1 (stereo not given)	4%	0%	0	-3%	-4%	20	7%	0%	15
3	COc1ccc(NC(=O)CN(C)C(=O)CCNC(=O)c2ccccc2OC)cc1	7%	-4%	-3	3%	0%	-2	-18%	-1%	-2
4	CCOC(=O)N1CCC(NC(=O)c2cnn3c2NC(c2ccco2)CC3C(F)(F)F)CC1 (stereo not given)	-6%	11%	2	7%	6%	53	0%	-5%	12
5	CCCCOc1ccc(C(C)NC(=O)CCS(=O)(=O)Cc2ccccc2Cl)cc1 (stereo not given)	0%	5%	-1	0%	-10%	11	-29%	4%	3
6	CN(C)c1cc[n+](CC(=O)c2ccc(OC(F)F)cc2)cc1	2%	-1%	-11	?	18µM*	-6	32%	-7%	35
7	Cc1csc(=Nc2ccccc2)n1CCO	9%	12%	-4	17%	0%	-15	17%	-28%	6
8	O=C(Cn1cnc2c(nnn2-c2cccc(F)c2)c1=O)Nc1ccc2c(c1)OCCO2	-8%	-2%	-11	-1%	2%	-14	27%	-8%	1
9	Cc1occc1-c1nc(-c2ccncc2)no1	10%	6%	-14	8%	0%	-16	-15%	-7%	-13
10	CCCC(c1nnnn1CC1CCCO1)N1CCN(c2ccccc2)CC1 (stereo not given)	2%	19%	20	0%	0%	12	-16%	4%	28
11	COCCCNC(=S)Nc1cc(C)c(C)cc1C	11%	6%	4	10%	?	3	0%	-1%	7
12	COc1ccc(NC(=O)NC2CCCCC2C)cc1 (stereo not given)	3%	8%	-3	7%	-2%	11	4%	-29%	-9
13	O=C(O)c1ccc(CSc2nnc(COc3ccccc3)o2)cc1	6%	24%	1	0%	0%	-17	2%	-4%	14
14	Cc1cc(C)c(C)c(S(=O)(=O)N(C)CCc2ccccn2)c1C	0%	-1%	5	0%	-5%	22	-12%	-2%	27
15	Cc1ccccc1Cn1cc(NC(=O)c2cc(C3CC3)on2)cn1	1%	-21%	-6	-8%	?	0	0%	-4%	-1
16	CCC(OC(=O)C1=Cc2ccccc2OC1)C(=O)NCc1ccco1 (stereo not given)	17%	-5%	0	-5%	2%	-4	-28%	-1%	2
17	CCc1ccc(/C=C/c2c[nH]c3ccccc23)[n+](CC)c1	1%	?	-2	?	?	14	?	8%	-24
18	O=C(NNC1CC(=O)N(c2ccc(Br)cc2)C1=O)c1ccccn1 (stereo not given)	2%	3%	0	6%	1%	?	17%	3%	18
19	CC(C)Oc1ccc(/C=N/NC(=O)c2nnn(-c3nonc3N)c2CN(C)c2ccccc2)cc1	8%	?	7	-11%	24%	7	1%	8%	61
20	Cc1nc(C(=O)O)nn1-c1ccc([N+](=O)[O-])cc1	2%	6%	4	1%	20%	14	1%	-3%	27
21	CC1CCC2(CC1)NC(=O)N(CC(=O)NC1(C#N)CCCCC1)C2=O (stereo not given)	1%	3%	13	13%	2%	-9	10%	-20%	7
22	CC1CC(C)CN(C(=O)COC(=O)C2CCN(S(=O)(=O)c3ccc4c(c3)OCCO4)CC2)C1 (stereo not given)	5%	-2%	-2	-1%	0%	4	0%	-3%	10
23	CCc1ccc(NC(=O)N(Cc2c[nH]c3ccccc23)C2CCCCC2)cc1	3%	/	6	/	-3%	/	0%	/	/
24	COCC(COS(N)(=O)=O)C(C)C (stereo not given)	6%	1%	-8	18%	19%	5	12%	-8%	12
25	O=C(NC(=S)Nc1ccc(NC(=O)c2ccco2)cc1)c1ccccc1	15%	?	1	?	3%	-19	-10%	10%	10
26	O=C(NC1CC1)C(Cl)c1ccccc1 (stereo not given)	10%	14%	3	-13%	-3%	30	-1%	-1%	-14
27	CCN1CCN(CC(=O)N/N=C/c2cc(Br)cs2)CC1	-6%	0%	-4	1%	2%	-53*	2%	0%	7
28	CCn1c(-c2cccn(Cc3ccccc3)c2=O)n[nH]c1=S	7%	3%	6	1%	0%	1	20%	-18%	6
29	O=C(/C=C/c1ccccc1)NC1CCSC1=O (stereo not given)	-1%	?	1	28%	3%	5	?	-1%	-1
30	COc1ccc(C(=O)COC(=O)c2cc(=O)c3ccccc3o2)c(OC)c1	0%	1%	-2	-6%	-1%	-20	?	/	20

Next section; the last two above are carried over.
nr	SMILES	GLP-1R agonist	HT1080 IDH1KD tx	DRD3 agonist	HT1080NT lethal	KB-3-1 tox	D3 antag	KB-V1 MDR tox	SW480 rereplic	IL1B secr inh
29	O=C(/C=C/c1ccccc1)NC1CCSC1=O (stereo not given)	-1%	?	1	28%	3%	5	?	-1%	-1
30	COc1ccc(C(=O)COC(=O)c2cc(=O)c3ccccc3o2)c(OC)c1	0%	1%	-2	-6%	-1%	-20	?	/	20
31	Cn1c(C(=O)Nc2ccc3c(c2)OCO3)cc2c(=O)n(C)c3ccccc3c21	19%	19%	5	19%	-6%	32	-7%	-4%	0
32	O=C(c1ccccn1)c1ncc(C(F)(F)F)cc1Cl	8%	-2%	2	3%	-1%	-12	11%	-21%	8
33	Nc1nnc2cc(Cl)ccc2n1	10%	-7%	-2	-24%	-1%	2	-2%	4%	?
34	CCCSc1ccc(-c2nn(-c3ccccc3)cc2/C=C(/C#N)C(=O)NCCCOC)cc1	2%	3%	-10	1%	2%	3	?	4.1µM*	0
35	CCOc1ccc(NN=C(C(=O)OC)C(=O)OC)c([N+](=O)[O-])c1	11%	14%	7	11%	12%	6	-14%	-115%[inhibitor]	24
36	CCc1ccc2oc(C(=O)N3CCN(c4ccc(OC)cc4)CC3)cc(=O)c2c1	6%	-2%	4	-4%	-1%	6	-14%	-3%	-84*
37	CCN(CC)c1ccc(NC(=O)CSc2ccsc2[N+](=O)[O-])c(C)c1	10%	0%	9	6%	2%	-15	5%	-3%	-4
38	CC1CCCN(S(=O)(=O)c2ccc(CN3C(=O)c4cccnc4C3=O)cc2)C1 (stereo not given)	-4%	4%	2	2%	0%	6	?	-9%	-5
39	Cc1cccc(OCC(O)Cn2c(NCCCOC(C)C)nc3c2c(=O)[nH]c(=O)n3C)c1 (stereo not given)	-3%	3%	7	5%	11%	-17	0%	-4%	-5
40	COc1ccc(/C(O)=C/C(=O)C(=O)Nc2c(C)n(C)n(-c3ccccc3)c2=O)cc1	-1%	0%	-9	-24%	7%	-16	16µM*	-9%	6
41	O=C(Nc1ccccc1[N+](=O)[O-])OCC=Cc1ccccc1	-5%	18%	3	-1%	3%	-9	-3%	/	-54*
42	COc1ccc(C2c3sc(=O)[nH]c3SC3C4CCC(C4)C23)cc1 (stereo not given)	-2%	16%	-5	15%	-5%	-1	-2%	-5%[9.22 µM]	8
43	CCC1CCC(N2CCN(c3cccc(OC)c3)CC2)CC1 (stereo not given)	-2%	-4%	-9	4%	-19%	-26	-2%	-54%	-7
44	Cn1c(N)c(C(=O)COC(=O)COc2ccc(C#N)cc2)c(=O)n(C)c1=O	-1%	0%	-16	-4%	0%	-21	-2%	-6%	-3
45	CCOC(=O)c1ccc(CC(=O)c2oc3cc(O)ccc3c2C)o1	12%	-8%[9.24 µM]	-4	3%	-11%	20	5%	-1%	-29
46	Cc1cc(C)c(NC(=O)C(C)Sc2nc3ccc(N4C(=O)c5ccccc5C4=O)cc3s2)c(C)c1 (stereo not given)	-16%	4%	-13	-2%	1%	5	4%	0%	1
47	COC(=O)c1c(NC(=O)COC(=O)CCNS(=O)(=O)c2ccccc2)sc(C)c1C	18%	13%	5	11%	-6%	9	-3%	-34%[inhibitor]	i
48	COc1ccc(C(c2nnnn2C(C)(C)C)N2CCN(C/C=C/c3ccccc3)CC2)cc1 (stereo not given)	-3%	13%	-14	24%	0%	-67*	7%	/	-16
49	COc1ccc(/C=N/NC(=O)c2cccc(NC(=O)c3ccccc3Cl)c2)cc1OC	33%	-25%	0	-26%	24%	-12	14%	-36%[inhibitor]	22
50	COc1ccccc1NC(=S)N1CCCC1	-1%	18%	-7	-3%	6%	-11	27%	3%	-11
51	O=C(N/N=C/c1ccco1)C1(O)c2ccccc2-c2ccccc21	-2%	-1%	-7	-1%	-3%	-11	0%	7%	-3
52	O=C1c2ccccc2NC(c2cccc(O)c2)N1NS(=O)(=O)c1ccccc1 (stereo not given)	4%	-3%	1	-1%	-2%	-2	-9%	-9%	-20
53	CC(N=C1NS(=O)(=O)c2ccccc21)c1ccccc1 (stereo not given)	-4%	5%	3	1%	-3%	0	0%	-6%	9
54	O=C(CCN1C(=O)COc2ccccc21)NCCCN1CCN(c2ccc(F)cc2)CC1	-5%	8%	-10	0%	-6%	?	-29%	-5%	-8

Profiles as entered above. Screens in order: GLP-1R agonist, HT1080 IDH1KD tx, DRD3 agonist, HT1080NT lethal, KB-3-1 tox, D3 antag, KB-V1 MDR tox, SW480 rereplic, IL1B secr inh
COc1ccccc1NC(=S)N1CCCC1 is entered as -1%, 18%, -7, -3%, 6%, -11, 27%, 3%, -11
CCN(CC)c1ccc(NC(=O)CSc2ccsc2[N+](=O)[O-])c(C)c1 is entered as 10%, 0%, 9, 6%, 2%, -15, 5%, -3%, -4
O=C(Nc1ccccc1[N+](=O)[O-])OCC=Cc1ccccc1 is entered as -5%, 18%, 3, -1%, 3%, -9, -3%, /, -54*
